E coli growth = E. coli V3065 growth inhibition, primary screen, counter-screen for AddAB inhibitor project, absorbance, OD600; AID 449728, 2010; inhibition, % at 11.9 µM; 330,000 compounds, 0.27% hits; 18 h;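 active = inhibition above the campaign's mean inhibition across all tested compounds plus 3 SD, cut at about 9.9% in these data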;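 also: uninfected addAB+ strain grown without phage in ampicillin broth; 0% = DMSO wells and 100% = ciprofloxacin 0.95 µg/ml wells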
CAL PDZ FP-1 = untagged CAL PDZ binding inhibitors, primary screen, biochemical, fluorescence polarization, HTS; purified CAL PDZ, TMR-peptide fluorescence polarization, 1 h; 300,000 compounds, 0.92% hits; AID 602252, 2012; inhibition, % at 24.9 µM; Golgi-associated PDZ and coiled-coil motif-containing protein (Homo sapiens), Q9HD26;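 active = mean inhibition of at least 30% with at least half of replicates also reaching 30%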;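 also: 0% = DMSO neutral control and 100% = excess unlabeled competitor peptide PRC23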
CAL PDZ FP-2 = CAL PDZ peptide-binding inhibitors, primary screen, biochemical, fluorescence polarization, Cer-tagged CAL PDZ, HTS. Golgi-associated PDZ and coiled-coil motif-containing protein (Homo sapiens), Q9HD26. purified CAL PDZ, TMR-peptide fluorescence polarization, 1 h. inhibition, % at 20 µM. 330,000 compounds, 0.02% hits. AID 504414, 2011;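 active = highest replicate inhibition of at least 40%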;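 also: plate controls were DMSO neutral control wells for no effect and unlabeled competitor peptide control wells for full effect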
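Material: tagged CAL PDZ protein CerCALP, purified; buffer or medium: sodium phosphate/NaCl buffer pH 7.4 with TCEP, IgG, Thesit; also added: fluorescent TMR peptide probe; schedule: 1 h incubation at room temperature before polarization reading; technique: fluorescence polarization from S- and P-plane intensities, G-factor corrected; control set: unlabelled peptide and DMSO controls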
AddAB inh = growth inhibition of E. coli expressing H. pylori AddAB, primary screen, AddAB inhibitor project, absorbance | inhibition, % at 11.9 µM | 330,000 compounds, 0.29% hits | AID 435030, 2010; in the data active = inhibition above about 12%;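 also: 0% = vehicle wells of infected cells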
SR-BI uptake up = activators of SR-BI mediated DiI-HDL uptake, primary screen, ldlA[mSR-BI] CHO cells, DiI fluorescence. 3 h; 100 = double the neutral-control signal. activation, % at 12.5 µM. 320,000 compounds, 0.096% hits. AID 504775, 2011;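 active = mean replicate activation of at least 60% and every replicate at or above 60%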;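 also: 0% = median plate neutral-control signal and 100% = twice that signal; values of inactives mirror those of a sister screen read the other way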
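Test system: SR-BI-overexpressing, LDLR-lacking CHO cells; Also added: labelled HDL, 10 µg/mL; Measured by: bottom-read cell fluorescence after medium removal, ex 550/em 595 nm; Timing: 3 h uptake period with compound, 37 °C; Buffer or medium: F12, 0.5% BSA, 25 mM HEPES; Doses: single compound concentration, delivered by pin transfer.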
Wnt act = Wnt/beta-catenin pathway activators, primary screen, cell-based, plate reader, single point; Wnt/beta-catenin reporter cell assay, activator; activation, % at 9.35 µM; 300,000 compounds, 1.2% hits; AID 743398, 2014; in the data active = activation above about 30%, passing the limit was not always enough;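 also: 0% = neutral control wells and 100% = positive control wells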
SR-BI HDL uptake = inhibitors of SR-BI mediated HDL lipid uptake, primary screen, ldlA[mSR-BI] cells, fluorescence, single point; inhibition, % at 12.5 µM; ldlA[mSR-BI] CHO cells, DiI-HDL uptake fluorescence, 3 h; 320,000 compounds, 0.96% hits; AID 488896, 2010;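 active = mean replicate inhibition of at least 70% and a set share of replicates each scoring 70 or more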;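 also: 0% = median of neutral control wells and 100% = median of positive control wells; values of inactives mirror those of a sister screen read the other way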
Target sequence (Q61009 whole entry, looked up): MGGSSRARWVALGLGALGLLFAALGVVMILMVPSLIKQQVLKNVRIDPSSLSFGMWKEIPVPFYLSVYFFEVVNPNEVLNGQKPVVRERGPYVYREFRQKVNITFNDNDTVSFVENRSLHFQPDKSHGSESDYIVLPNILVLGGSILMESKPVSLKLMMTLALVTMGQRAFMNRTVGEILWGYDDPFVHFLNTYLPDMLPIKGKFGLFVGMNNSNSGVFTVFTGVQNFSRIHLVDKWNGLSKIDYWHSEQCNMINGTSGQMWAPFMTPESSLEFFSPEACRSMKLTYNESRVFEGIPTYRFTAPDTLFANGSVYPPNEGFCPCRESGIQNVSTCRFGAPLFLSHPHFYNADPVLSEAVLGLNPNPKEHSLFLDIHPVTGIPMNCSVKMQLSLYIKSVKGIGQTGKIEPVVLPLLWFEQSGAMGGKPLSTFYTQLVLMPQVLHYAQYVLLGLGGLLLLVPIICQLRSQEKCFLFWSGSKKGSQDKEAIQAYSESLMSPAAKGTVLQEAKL
MITF act = activators of MITF-driven TRPM1 promoter reporter, primary screen, cell-based, SK-MEL-5, luciferase, single point; SK-MEL-5 TRPM1-promoter luciferase, 24 h; % of positive control, neutral wells = 0; activation, % at 12.5 µM; 300,000 compounds, 0.75% hits;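 active = mean activation of at least 80% with every replicate also reaching 80%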;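 also: 0% = neutral control wells and 100% = parthenolide positive control wells; values of inactives mirror those of a sister screen read the other way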
Tat transport = E. coli Tat export inhibitors, primary screen, MC4100, TorA-mCherry reporter, fluorescence, single point. inhibition, % at 10 µM. 340,000 compounds, 0.036% hits. AID 488895, 2010;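 active = mean replicate inhibition at least 50% and at least half of replicates individually reaching 50%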;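 also: exported cargo escapes ClpAP degradation while cytoplasmic cargo is degraded and loses fluorescence; 0% = median of neutral control wells and 100% = median of NaSCN control wells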
phage Ecoli inh = growth loss of phage-infected E. coli, primary screen, RecBCD inhibitor project, absorbance, with phage, HTS. inhibition, % at 11.9 µM. 360,000 compounds, 0.26% hits. AID 651602, 2012; in the data active = inhibition above about 11%
The depositor's hits bear a star; / = no result given; & = joins results of further samples.

SMILES	E coli growth	CAL PDZ FP-1	CAL PDZ FP-2	AddAB inh	SR-BI uptake up	Wnt act	SR-BI HDL uptake	MITF act	Tat transport	phage Ecoli inh
CC(/C=N\NC(=O)CN1CCN(S(=O)(=O)c2ccc(C)cc2)CC1)=C\c1ccccc1	0.8	-2.6	0.2	0.6	-6.7	-3.8	6.7	8.0	1.2	3.8
COc1ccc(OC)c(NC(=O)Cn2cc(C#N)c3cc(Br)ccc32)c1	0.2	/	-0.2	0.9	-29.6	/	29.6	-10.5	-6.4	2.8
CCC1(CC)Cc2ccccc2C(=C(C#N)C#N)N1	0.4	-0.7	-0.3	2.1	5.4	0.7	-5.4	-2.4	-5.6	5.0
COc1ccc(CNc2ccc(S(=O)(=O)N3CCN(C)CC3)cn2)cc1OC	-3.0	-0.6	-1.5	-2.2	47.0	0.7	-47.0	4.7	-1.3	1.0
O=C(O)C1CCN(c2nc(-c3ccccc3)c3cc(Br)ccc3n2)CC1	-2.3	5.5	-2.5	-3.9	-7.6	2.2	7.6	11.6	-5.0	-0.1
COc1ccc(NC(=O)CN2CCC(NC(=O)c3ccco3)CC2)c([N+](=O)[O-])c1	1.6	-4.8	-1.3	3.7	-10.0	1.7	10.0	0.0	-1.6	2.2
COCCN(C(=O)COc1ccccc1)c1nnc(-c2cccnc2)s1	-0.2	-6.2	/	1.1	3.1	0.0	-3.1	10.4	0.4	-0.8
COc1ccc(N2CCN(C(=O)CN3C(=O)NC4(CCCc5ccccc54)C3=O)CC2)cc1 (centres undefined)	0.8	-2.3	-2.5	-1.2	-4.3	-1.2	4.3	3.1	-7.7	3.0
O=C(NC(=S)N1CCCCC1)c1cccs1	-0.4	0.3	-0.2	2.6	0.3	/	-0.3	-1.2	5.7	-2.5
CN(C(=O)c1cccc(NC(=O)Cc2cccc(NC(=O)C3CCN(S(=O)(=O)c4cccc([N+](=O)[O-])c4)CC3)c2)c1)C1CC1	/	-4.7	0.4	/	-18.2	-1.5	18.2	-9.7	-4.9	1.8

Record cards, from the list above. Order of values: E coli growth, CAL PDZ FP-1, CAL PDZ FP-2, AddAB inh, SR-BI uptake up, Wnt act, SR-BI HDL uptake, MITF act, Tat transport, phage Ecoli inh
COCCN(C(=O)COc1ccccc1)c1nnc(-c2cccnc2)s1 across the screens: -0.2, -6.2, /, 1.1, 3.1, 0.0, -3.1, 10.4, 0.4, -0.8
CN(C(=O)c1cccc(NC(=O)Cc2cccc(NC(=O)C3CCN(S(=O)(=O)c4cccc([N+](=O)[O-])c4)CC3)c2)c1)C1CC1 across the screens: /, -4.7, 0.4, /, -18.2, -1.5, 18.2, -9.7, -4.9, 1.8
COc1ccc(N2CCN(C(=O)CN3C(=O)NC4(CCCc5ccccc54)C3=O)CC2)cc1 (centres undefined) across the screens: 0.8, -2.3, -2.5, -1.2, -4.3, -1.2, 4.3, 3.1, -7.7, 3.0
CC(/C=N\NC(=O)CN1CCN(S(=O)(=O)c2ccc(C)cc2)CC1)=C\c1ccccc1 across the screens: 0.8, -2.6, 0.2, 0.6, -6.7, -3.8, 6.7, 8.0, 1.2, 3.8

The main list resumes, starting two compounds before the break.
SMILES	E coli growth	CAL PDZ FP-1	CAL PDZ FP-2	AddAB inh	SR-BI uptake up	Wnt act	SR-BI HDL uptake	MITF act	Tat transport	phage Ecoli inh
O=C(NC(=S)N1CCCCC1)c1cccs1	-0.4	0.3	-0.2	2.6	0.3	/	-0.3	-1.2	5.7	-2.5
CN(C(=O)c1cccc(NC(=O)Cc2cccc(NC(=O)C3CCN(S(=O)(=O)c4cccc([N+](=O)[O-])c4)CC3)c2)c1)C1CC1	/	-4.7	0.4	/	-18.2	-1.5	18.2	-9.7	-4.9	1.8
Cc1[nH]nc2c1C(c1ccsc1)C1=C(CC(C)(C)CC1=O)N2 (centres undefined)	0.7	2.0	-0.6	4.4	12.4	4.6	-12.4	7.1	1.3	4.7
COc1cc(Br)cc(CN2CCN(C=O)CC2)c1O	0.2	2.0	0.1	0.3	23.8	-3.8	-23.8	3.5	3.4	3.3
O=C(Nc1ccc(C(=O)N2CCOCC2)cc1)Nc1cccc(C(F)(F)F)c1	1.3	/	-1.5	1.0	-7.4	-0.9	7.4	12.3	-5.2	2.8
COc1ccccc1CCNC(=O)c1nccnc1C(=O)O	-1.9	-2.3	2.5	1.3	6.5	/	-6.5	3.3	-9.6	/
COCCNC(=S)NNC(=O)c1cccs1	1.4	/	-0.1	3.6	21.7	-1.6	-21.7	6.4	8.1	1.2
COc1cccc(/C(C)=N/NC(=O)c2ccc(N(C)C)cc2)c1	3.8	-0.9	0.8	1.9	-8.0	/	8.0	72.8	-8.7	3.2
O=C(NC(=S)N1CCCCC1c1cccnc1)c1ccccc1 (centres undefined)	-0.2	-2.7	-0.2	0.7	-2.6	-1.8	2.6	16.0	8.8	2.9
COc1cc(Cc2cnc(N)nc2N)cc(OC)c1OC	99.7*	-6.3&-4.0	0.6&-0.3	99.0*	4.6&10.9	-1.4&-4.0	-4.6&-5.7	4.6&8.3	-28.2&-28.7	100.6*
CCOc1ccc(NC(=O)CSc2nnnn2-c2ccc(C(N)=O)cc2)cc1	-0.5	66.4*	/	2.2	-11.9	0.3	11.9	10.9	-1.8	-1.2
CC(=O)NCCCOc1ccc([N+](=O)[O-])cc1Cl	1.8	-3.8	-1.0	2.4	-6.1	4.0	6.1	6.1	-7.5	2.2
CCCCN(C)S(=O)(=O)c1cc2c3c(c1)CCC(=O)N3CCC2	-1.8	-3.8	-1.2	2.1	/	0.5	33.5	-0.3	-10.3	0.6
COc1ccc2c(c1)-c1nc(/N=C/c3ccc(O)c(OC)c3)sc1CC2	1.2	0.2	0.6	0.8	-14.9	/	14.8	11.9	-16.6	/
COCCCNC(=S)N1CCN(S(C)(=O)=O)CC1	-0.3	-3.3	-1.0	2.4	-19.3	-1.0	19.3	13.4	-2.2	2.6
Cc1ccc(S(=O)(=O)N(C)C)cc1NC(=O)COc1ccccc1C(=O)Nc1ccccc1	-0.8	15.9	-4.6	1.0	-49.4	-4.9	49.4	1.0	7.3	2.2
O=C(CCc1ccc(Oc2cc([N+](=O)[O-])cc([N+](=O)[O-])c2)cc1)NC1CCCC1	-1.3	-5.5	-0.8	-2.4	-27.4	1.7	27.4	8.7	-4.8	5.3
COc1ccc(NC(=O)CNC(=O)Cc2cccc3ccccc23)cc1	0.3	2.1	-1.3	-0.5	-6.4	1.2	6.4	11.8	-3.1	8.0
O=C(CN(c1ccc2c(c1)OCCO2)S(=O)(=O)c1ccccc1)NCc1ccc(Cl)cc1	0.9	-3.0	-3.3	3.4	-3.2	1.3	3.2	0.1	-1.8	1.2
Oc1[nH]c(=S)sc1/C=C1\C(c2ccccc2)=Nc2ccccc21	1.8	-2.3	0.4	0.6	-43.6	1.1	43.5	5.6	5.3	1.8
Nc1nc(N)c2sc3nc4c(cc3c2n1)CCC4	-0.6	-2.6	-1.5	5.8	10.3	/	-10.3	50.1	-11.1	3.0
Cc1ccc(S(=O)(=O)N2CCCOC2CNC(=O)C(=O)NCCN2CCOCC2)cc1 (centres undefined)	2.5	-3.8	0.5	4.6	6.4	-2.1	-6.4	-1.2	-13.0	3.9
Clc1ccc(CO/N=C2\CCCc3nonc32)cc1	0.3	-2.9	0.3	1.5	45.9	/	-45.9	31.0	1.9	2.0
CN1CCN(C(=O)NCC23CC4CC(CC(C4)C2)C3)CC1	2.7	/	0.5	2.9	6.4	-0.6	-6.4	/	0.6	2.4
CC(C)(C)C(=O)OCC1OC(n2cnc(C(N)=O)n2)C(O)C1O (centres undefined)	3.0	-4.3	3.2	1.5	13.3	/	-13.3	-4.7	16.5	1.2
Cc1ccc(S(=O)(=O)N(C)C)cc1NC(=O)CN1CCCC1	0.1	/	-0.2	1.5	/	-0.4	/	11.9	-4.8	0.6
CC(C)N(C(=O)NC(=O)Nc1ccccn1)S(C)(=O)=O	-1.9	0.0	-1.9	4.3	29.9	1.4	-29.9	-6.3	-2.3	2.2
Cc1ccc(C2(CCNCc3ccc(N(C)C)cc3)CCOC(C(C)C)C2)cc1 (centres undefined)	-0.5	1.4	-0.3	0.7	36.1	3.8	-36.1	-38.4	10.2	3.9
O=C(c1cccc(N2C(=O)C3C4C=CC(C4)C3C2=O)c1)N1CCN(c2ccccc2Cl)CC1 (centres undefined)	1.0	/	-1.5	-1.8	-4.5	-2.4	4.5	-1.5	8.3	2.7
CCOC(=O)c1ccc(N=Nc2c(C)c(C#N)c(O)[nH]c2=O)cc1	2.1	-0.2	-1.3	0.8	-6.1	9.9	6.1	22.3	-5.7	2.9
C[C@@H](NC(=O)C1(c2ccccc2)CCN(C(=O)OC(C)(C)C)CC1)C(=O)N[C@@H](C(=O)O)c1ccccc1	-2.2	3.0	-0.5	4.0	4.1	-1.1	-4.1	0.3	0.5	0.1
COC(=O)C1=C(C)Nc2ncnn2C1c1ccco1 (centres undefined)	-0.2	0.7	-1.0	-1.3	1.2	/	-1.2	10.5	0.6	2.8
CC(=O)c1ccc(NS(=O)(=O)c2ccc3c(c2)CCC(=O)N3)cc1	2.6	9.6	-3.8	-1.4	1.1	-1.9	-1.1	3.0	0.2	0.3

An excerpt from above in order of the SR-BI uptake up value, lowest first:
compound | CAL PDZ FP-1 | CAL PDZ FP-2 | SR-BI uptake up | Wnt act | SR-BI HDL uptake | MITF act | Tat transport | phage Ecoli inh
CCOC(=O)c1ccc(N=Nc2c(C)c(C#N)c(O)[nH]c2=O)cc1 | -0.2 | -1.3 | -6.1 | 9.9 | 6.1 | 22.3 | -5.7 | 2.9
COC(=O)C1=C(C)Nc2ncnn2C1c1ccco1 (centres undefined) | 0.7 | -1.0 | 1.2 | / | -1.2 | 10.5 | 0.6 | 2.8
C[C@@H](NC(=O)C1(c2ccccc2)CCN(C(=O)OC(C)(C)C)CC1)C(=O)N[C@@H](C(=O)O)c1ccccc1 | 3.0 | -0.5 | 4.1 | -1.1 | -4.1 | 0.3 | 0.5 | 0.1
CN1CCN(C(=O)NCC23CC4CC(CC(C4)C2)C3)CC1 | / | 0.5 | 6.4 | -0.6 | -6.4 | / | 0.6 | 2.4
Cc1ccc(C2(CCNCc3ccc(N(C)C)cc3)CCOC(C(C)C)C2)cc1 (centres undefined) | 1.4 | -0.3 | 36.1 | 3.8 | -36.1 | -38.4 | 10.2 | 3.9

Screening results: PubChem, several laboratories
